APE1 inh = qHTS Assay for Inhibitors of the Human Apurinic/apyrimidinic Endonuclease 1 (APE1) | DNA repair nuclease/redox regulator APEX1 (Homo sapiens), P27695 | recombinant APE1, TAMRA/BHQ-2 abasic DNA cleavage fluorescence | Potency, µM (series often up to 65.8 µM), inactives show at the highest dose activity change, negative = inhibition, actives largely listed as inhibitors | 350,000 tested, 0.35% active | AID 2517, 2012;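 further: potency means the concentration at half of the fitted maximal effect; plate controls were vehicle for no effect and reference inhibitor for full effect; nearly all actives have a fitted effect of over 55% in size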
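APE1 at 0.75 nM final was preincubated with compound 15 min at room temperature, then 50 nM double-stranded THF abasic-site substrate (5'-TAMRA/3'-BHQ-2) was added. Fluorescence (ex 525/em 598 nm) was read kinetically; third-minus-first read gave activity.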
BLM inh = qHTS Assay for Inhibitors of Bloom's syndrome helicase (BLM) | RecQ-like DNA helicase BLM (Homo sapiens), P54132 | recombinant BLM DNA unwinding, fluorescence dequenching | Potency, µM (top dose mostly 56.1 µM), for inactives: at the highest dose activity change, negative = inhibition, most hits filed as inhibitors | 350,000 tested, 0.2% active;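 further: potency means the concentration at half of the fitted maximal effect; plate controls were vehicle for no effect and no enzyme for full effect; nearly all actives have a fitted effect of over 35% in size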
Anesthetic bind = qHTS Assay for Identification of Novel General Anesthetics; apoferritin/1-aminoanthracene competitive binding, fluorescence; 350,000 tested, 0.074% active; AID 485281, 2010; Ferritin light chain (Equus caballus), P02791; Potency, µM (titrated, usually from 77.5 µM), for the others: at the top dose activity change, negative = displacement, usual class: inhibitors; further: potency means the concentration at half of the fitted maximal effect; on the % scale 0 is the no-effect control and ±100 the full control effect; nearly all actives have a fitted effect of over 20% in size
Target sequence (P02791 2-175 limits assumed): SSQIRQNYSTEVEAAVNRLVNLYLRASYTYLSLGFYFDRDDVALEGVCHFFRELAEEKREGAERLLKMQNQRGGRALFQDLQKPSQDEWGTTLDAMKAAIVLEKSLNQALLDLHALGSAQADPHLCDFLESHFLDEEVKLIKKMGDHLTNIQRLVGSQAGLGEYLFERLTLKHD
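10 uM apoferritin + 50% sat. 1-AMA, PBS; cpd 10 min RT; Ex380/Em535 endpoint; normalized to free probe vs complex; 4-param Hill fit; propofol titration as pos. ctrl.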
Tb PGK inh = qHTS Assay to Find Inhibitors of Phosphoglycerate Kinase; Phosphoglycerate kinase, glycosomal (Trypanosoma brucei brucei), P07378; PGK/GAPDH coupled, Kinase-Glo luminescence, 60 min; Potency, µM (series often up to 57.5 µM), without a hit: at the top dose activity change, negative = inhibition, hits mostly inhibitors; 380,000 tested, 0.043% active; further: potency means the concentration at half of the fitted maximal effect; on the % scale 0 is the no-effect control and ±100 the full control effect; nearly all actives have a fitted effect of over 60% in size
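Recombinant glycosomal PGK reaction used 1,3-bisphosphoglycerate generated in-well by GAPDH (100nM final) in 100mM TEA pH 7.6, 5mM MgCl2, 0.01% Tween-20. After 60 minutes at room temperature, ATP was read by Kinase-Glo Plus luminescence end-point.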
Pol eta inh = qHTS for Inhibitors of Polymerase Eta | Potency, µM (top dose mostly 114 µM), without a hit: top-dose activity change, negative = inhibition, hits mostly inhibitors | recombinant Pol eta, fluorescent DNA replication assay | 390,000 tested, 1.2% active; further: potency means the concentration at half of the fitted maximal effect; on the % scale 0 is the no-effect control and ±100 the full control effect
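Pol eta (10 nM) was preincubated with compounds for 15 min at room temperature, after which fluorescent replication substrate (50 nM final) was added to start the reaction. Fluorescence was read kinetically at 0 and 10 min.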
POLI inh = qHTS for Inhibitors of Polymerase Iota. Potency, µM (titrated, usually from 115 µM), for inactives: at the highest dose activity, negative = inhibition, hits mostly inhibitors. 390,000 tested, 1% active. DNA polymerase iota (Homo sapiens), Q9UNA4. Pol iota fluorescent replication assay, 10 min; further: potency means the concentration at half of the fitted maximal effect
Target sequence (Q9UNA4 whole entry, looked up): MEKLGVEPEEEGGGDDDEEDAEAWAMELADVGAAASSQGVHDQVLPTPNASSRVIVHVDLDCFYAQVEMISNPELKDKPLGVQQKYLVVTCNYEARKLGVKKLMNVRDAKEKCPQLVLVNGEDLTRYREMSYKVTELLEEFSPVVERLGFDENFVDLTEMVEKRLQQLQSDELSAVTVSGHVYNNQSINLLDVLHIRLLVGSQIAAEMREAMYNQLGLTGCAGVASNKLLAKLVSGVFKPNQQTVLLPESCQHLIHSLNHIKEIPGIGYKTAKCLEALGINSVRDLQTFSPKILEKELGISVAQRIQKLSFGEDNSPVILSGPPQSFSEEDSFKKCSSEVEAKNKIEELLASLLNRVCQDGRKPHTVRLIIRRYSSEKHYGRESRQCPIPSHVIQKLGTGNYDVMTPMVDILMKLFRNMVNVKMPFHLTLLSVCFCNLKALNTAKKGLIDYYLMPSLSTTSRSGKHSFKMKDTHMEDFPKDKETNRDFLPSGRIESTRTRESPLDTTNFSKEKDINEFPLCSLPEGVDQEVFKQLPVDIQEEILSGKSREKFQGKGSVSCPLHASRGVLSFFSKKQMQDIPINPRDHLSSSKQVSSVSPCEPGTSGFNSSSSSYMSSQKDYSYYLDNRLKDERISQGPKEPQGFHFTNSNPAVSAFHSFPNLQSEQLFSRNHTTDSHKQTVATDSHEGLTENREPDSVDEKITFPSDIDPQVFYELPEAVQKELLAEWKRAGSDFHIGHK
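Fluorescent replication assay read twice, at 0 min and 10 min after adding 50 nM (final) substrate. Enzyme (10 nM) and compounds were first incubated 15 min at room temperature; enzyme-free buffer wells were negative controls.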
RXFP1 antag = qHTS Assay for Antagonists of the Relaxin Receptor RXFP1. Relaxin receptor 1 (Homo sapiens), Q9HBX9. HEK293-RXFP1, relaxin-stimulated cAMP HTRF, 30 min; active compounds read low. activity change, negative = inhibition, % at 57.5 µM. 350,000 tested, 0.59% active. AID 1259400, 2018;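 active means activity change of -60% or lower, but not beyond a set lower limit; inconclusive means change between -60% and -40%, or beyond the set limit; inactive means change above -40%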; further: on the % scale 0 is the no-effect control and ±100 the full control effect
Pol kappa inh = qHTS for Inhibitors of Polymerase Kappa; purified Pol kappa, fluorescent DNA synthesis assay, 10 min; 400,000 tested, 0.53% active; AID 588579, 2011; DNA polymerase kappa (Homo sapiens), Q9UBT6; Potency, µM (titrated, usually from 107 µM), for the others: at the top dose activity, negative = inhibition, actives largely listed as inhibitors; further: potency means the concentration at half of the fitted maximal effect; on the % scale 0 is the no-effect control and ±100 the full control effect
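Kinetic fluorescence screen: compound preincubated 15 min RT with 10 nM enzyme; 50 nM substrate (final) initiates; reads at 0/10 min.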
POLB inh = qHTS Assay for Inhibitors of DNA Polymerase Beta; Potency, µM (highest dose often 114 µM), for the others: at the highest dose activity change, negative = inhibition, most hits filed as inhibitors; 340,000 tested, 1.3% active; Pol beta primer extension/strand displacement, fluorescence kinetic; further: potency means the concentration at half of the fitted maximal effect; on the % scale 0 is the no-effect control and ±100 the full control effect
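Pol beta (10 nM) was preincubated with compound for 15 min at room temperature. The reaction was then started with 50 nM substrate and read immediately and after a further 10 min at room temperature.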
Numbers without * were called inactive; i = inactive; ? = inconclusive; / = not tested or not shown; [ ] = dose if it differs, or a comment. Unless noted, the call rests on the fitted dose curve; in most records, active means well fitted curve in the direction sought with a large enough effect; inconclusive means small, poorly fitted or top-dose-only effect, or another doubt; inactive means no such curve, though single readings can be large; an effect the other way counts as inactive or inconclusive. This is a subset; the hit share may differ from the screen's.

SMILES	APE1 inh	BLM inh	Anesthetic bind	Tb PGK inh	Pol eta inh	POLI inh	RXFP1 antag	Pol kappa inh	POLB inh
COc1ccccc1-n1c(=S)sc2c(=O)n(Cc3ccco3)c(SC)nc21	-4%	-7%	-8%	-10%	-11%	-24%[58.9 µM]	-5	-18%	?
CCn1c(C(=O)NCc2ccc(C)cc2)cc2sc(Cl)cc21	/	-7%	3%	/	/	44%[activator]	-34	13%	0%
O=C(NS(=O)(=O)c1ccccc1)c1ccccc1	-4%	-12%	-13%	-2%	-4%	42%[activator]	-5	-15%	-1%
COc1cc(NC(=S)NCc2ccc(S(N)(=O)=O)cc2)cc(OC)c1	10%	-14%	0%	-1%	-13%	15%	8	-10%	12%
CCOC(=O)CSc1nc2ccc(C)cc2cc1C#N	?	-1%	3%	i	-13%	2%	-19	-5%	26%
COc1cccc(OC)c1C(=O)OCC(=O)/C(C#N)=C(\C)N	-5%	-2%	1%	1%	12%	85%[activator]	2	-26%	-10%
CCCn1c(SCC(=O)Nc2cc(C)on2)nc2c1c(=O)n(C)c(=O)n2C	/	/	/	1%	-15%	1%[58.9 µM]	-3	1%	/
COC(=O)c1cccc(Oc2cccc(Cl)n2)c1	-1%	-10%	?	-7%	-5%	-1%	4	1%	-6%
O=C1CCC(C(=O)N2CCN(c3cnccn3)CC2)CN1CCc1ccc(Cl)cc1 (stereo not given)	22%	-1%	-3%	3%	-15%	3%	-9	-2%	5%
Cc1c(C(=O)N2CCCCC2)c(S(=O)(=O)NCc2ccc(Cl)cc2)c(C)n1C	7%	1%	-10%	6%	-25%	28%	15	-5%	5%
COc1ccc(NC(=O)COC(=O)Cn2c(C)nc3ccccc32)cc1OC	-1%	-1%	-7%	-2%	-5%	7%	4	-9%	22%
O=C(NC(=S)N1CCN(c2ccc(C(F)(F)F)cc2[N+](=O)[O-])CC1)c1cccs1	-6%	-7%	-12%	-5%	-26%	8%	/	-9%	21%
CNc1nc(-c2ccc(S(=O)(=O)N3CCCCC3)cc2)cs1	8%	/	/	-7%	-5%	-13%	5	-10%	/
O=C(NNS(=O)(=O)c1ccc([N+](=O)[O-])cc1)C(=O)Nc1cccc(C(=O)O)c1	43%	-5%	-2%	1%	6%	?	4	?	-23%
COC(=O)COc1ccc(S(=O)(=O)NCc2ccc3c(c2)OCO3)cc1C	18%	-11%	-8%	-7%	-6%	7%	-5	3%	7%
O=c1cc(-c2ccccc2)n2c(SCc3ccc(Br)cc3)nnc2[nH]1	/	-12%	56%[activator]	i	-7%	-13%	-4	-15%[60.1 µM]	-20%
CCN(CC)S(=O)(=O)c1ccc(Cl)c(NC(C)=O)c1	7%	-6%	-10%	-3%	7%	2%	5	-21%	1%
O=C(CCC(=O)N1CCCCC1)Nc1nnc(C2CCCCC2)s1	-2%	-1%	-18%	-9%	-16%	51%[activator]	2	4%	16%
CCOC(=O)C1(Cc2ccccc2C)CCCN(C(=O)c2cc(CC)nn2C)C1 (stereo not given)	2%	-9%	-6%	-10%	-2%	-10%	2	0%	?
CCn1c(SCc2cccc(F)c2)nnc1-c1ccncc1	-6%	-1%	37%[activator]	3%	-4%	6%	-11	5%	26%
Cc1ccc(Nc2cc(C)nc3nc(Cc4ccc(Cl)cc4)nn23)cc1	/	0%	-23%	-8%	-17%	-9%	/	2%	?
O=c1oc2ccccc2cc1-c1nc(-c2cccc(Cl)c2)cs1	/	0%	33%[activator]	-9%	-15%	26%	-7	2%[60.1 µM]	2%
COC(=O)C1C(=O)/C(=C/N(C)C)C(=O)CC1(C)C (stereo not given)	5%	0%	-4%	4%	15%	71%[activator]	10	3%	28%
CCOC(=O)C1(CCOC)CCN(Cc2ccncc2)CC1	-1%	-3%	-5%	0%	4%	32%	13	-7%	0%
O=C(N/C(=C\c1ccc(Cl)cc1)C(=O)N1CCCCC1)c1ccco1	16%	-3%	-17%	-2%	-15%	86%[activator]	-13	-1%	1%
S=C(NC1CCCCC1)N1CCN(c2ncccn2)CC1	11%	2%	-7%	5%	0%	3%	2	-20%	21%
COc1ccc(C(=O)Nc2cccc(OCc3cc(=O)n4c5c(sc4n3)CCCC5)c2)cc1OC	/	-1%	-3%	7%	-2%	19%	/	-4%	2%
NS(=O)(=O)c1ccc(CNC(=O)/C=C/c2ccccc2)cc1	19%	-3%	-9%	-2%	-12%	12%	4	-15%	11%
O=C(CCN1C(=O)/C(=C\c2ccccc2F)SC1=S)Nc1ccc(C(=O)O)c(O)c1	25%	1%	-15%	/	/	/	/	/	1%
COC(CNC(=O)[C@H](CSCc1ccccc1)N1Cc2ccccc2C1=O)OC	1%	-3%	-5%	i	-22%	67%[activator]	-15	2%	28%
C=CCn1cnc2c(c1=O)c1nc3ccccc3nc1n2/N=C/c1ccccn1	11%	1%	-16%	-8%	4%	-9%[58.9 µM]	-3	-6%	14%
CC[C@@]1(C(=O)OC)N[C@H](CN(C)C(=O)Nc2ccccc2)[C@@H]2C(=O)N(C)C(=O)[C@@H]21	58%	/	/	-9%	1%	-3%	/	-2%	/
CCc1ccc2nc(NC(=O)c3cc(C)on3)sc2c1	-1%	-5%	-23%	0%	-14%	0%	-5	-22%	0%
CCOC(=O)N1CCN(C(=O)c2ccc(CS(=O)c3ccccc3)o2)CC1 (stereo not given)	46%[activator]	1%	-5%	i	-8%	53%[activator]	0	12%	-21%
CCCOc1ccc(Cn2c(=O)oc3ccc(C)cc32)cc1	65%[activator]	0%	60%[activator]	3%	-15%	-10%	-12	0%	-1%
Cc1ccccc1NC(=S)NC(NC(=O)C(C)(C)C)C(Cl)(Cl)Cl (stereo not given)	-1%	1%	-8%	-6%	-14%	1%	3	-6%	-1%
O=C(Nc1ccc(OCC(=O)N2CCN(S(=O)(=O)c3ccccc3)CC2)cc1)c1ccco1	-3%	-4%	-16%	-7%	-6%	-11%	-7	0%	-4%
COCCCn1c(C)nnc1SCC(=O)Nc1ccc(C(C)=O)cc1	35%	0%	-3%	6%	-2%	-7%	-4	-7%	16%
COc1ccc2oc(-c3ccc(C)c(NC(=O)c4ccc(N5CCOCC5)c([N+](=O)[O-])c4)c3)nc2c1	13%	-8%	-10%	2%	-11%	-3%	11	-16%	21%
Cc1ccc(-c2nnc(SCC(=O)NC3CCCc4ccccc43)n2N)cc1 (stereo not given)	2%	-1%	-10%	4%	-7%	26%	-7	-5%	-11%

4 of the entries above in order of their number in POLI inh, lowest first.
mol | POLI inh
CCOC(=O)C1(Cc2ccccc2C)CCCN(C(=O)c2cc(CC)nn2C)C1 (stereo not given) | -10%
COCCCn1c(C)nnc1SCC(=O)Nc1ccc(C(C)=O)cc1 | -7%
COc1ccc2oc(-c3ccc(C)c(NC(=O)c4ccc(N5CCOCC5)c([N+](=O)[O-])c4)c3)nc2c1 | -3%
COc1ccc(NC(=O)COC(=O)Cn2c(C)nc3ccccc32)cc1OC | 7%

Following part.
SMILES	APE1 inh	BLM inh	Anesthetic bind	Tb PGK inh	Pol eta inh	POLI inh	RXFP1 antag	Pol kappa inh	POLB inh
O=C(Nc1ccc(N2CCOCC2)cc1)c1ccc2ncsc2c1	-10%	/	/	8%	?	48%[activator]	-2	-7%	/
COc1ccc(C(=O)NCCS(=O)(=O)N2CCCC2)cc1	4%	/	/	-14%	-1%	16%	7	-3%	/
CC1=C(C)CC(C(=O)NCCc2ccc(F)cc2)C(C(=O)O)C1 (stereo not given)	7%	-1%	0%	-4%	-6%	-10%	-3	-2%	-15%
Cc1cccc(OCc2ccc(-c3nc(C#N)c(NCc4cccnc4)o3)o2)c1	/	-8%	37%[activator]	-11%	-15%	7%	4	4%	16%
COC(=O)CCc1n[nH]c(=O)[nH]c1=O	5%	-2%	7%	-1%	-4%	-25%	/	5%	4%
O=C(/C=C/c1ccccc1O)c1ccco1	25%	-5%	-21%	-10%	-4%	?	?	-6%	14%
CCCCOc1ccc(C(=O)NCc2cn3cccc(C)c3n2)cc1	/	-2%	-5%	-9%	5%	127%[activator]	11	10%	1%
CCOC(=O)NN1C(=O)c2ccccc2NC1c1cccs1 (stereo not given)	26%	-5%	48%[activator]	i	?	157%[activator]	4	-4%	-1%
CCOc1ccc(CN2CCCN(C)CC2)cc1	-1%	2%	-4%	/	-7%	23%	8	-7%	3%
CCOc1ccc(/C=N/n2c(SC)nnc2-c2ccccc2)cc1OCC	2%	-1%	-11%	-6%	-14%	2%	14	-18%	18%
CCOc1cc(CNc2ccc(O)cc2)ccc1OCc1ccc(Cl)cc1	/	-9%	?	-6%	-23%	7.9µM*	?	?	?
Cc1csc(SC(C)C(=O)NCc2ccc3c(c2)OCO3)n1 (stereo not given)	-9%	-2%	-4%	5%	-10%	143%[activator]	-8	5%	40%
O=C(CCl)Nc1cccc(S(=O)(=O)N2CCCCCC2)c1	-2%	-1%	-23%	i	?	4%	4	-9%	21%[57.1 µM]
Cc1cccc[n+]1CC(=O)c1ccc(NC(=O)c2ccccc2)cc1	7%	7%	-1%	-2%	-16%	20%	1	2%	18%
O=C1NC[C@H](Cc2ccccc2)N(CC2CCN(CC3CCCC3)CC2)C1=O	/	/	/	7%	-4%	?	/	-9%	/
CSc1ccc(C(=O)C2CCCN(C(=O)c3nn(C)c(=O)c4ccccc34)C2)cc1 (stereo not given)	4%	-5%	-2%	10%	4%	33%[activator]	-16	-4%	-12%
